Screening results (PubChem)
Pol eta inh – inhibitors of human DNA polymerase eta. Q9Y253. recombinant Pol eta, fluorescent DNA replication assay. Potency, µM (doses to about 114 µM), for the others: top-dose activity change, negative = inhibition, actives largely listed as inhibitors. 390,000 tested, 1.2% active; further: potency means the concentration at half of the fitted maximal effect; on the % scale 0 is the no-effect control and ±100 the full control effect
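Pol eta (10 nM) was preincubated with compounds for 15 min at room temperature, after which fluorescent replication substrate (50 nM final) was added to start the reaction. Fluorescence was read kinetically at 0 and 10 min.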
HP1b binding inh – HP1-beta chromodomain-methylated histone interaction inhibition. Potency, µM (series often up to 114 µM), inactives show at the highest dose activity change, negative = inhibition, actives largely listed as inhibitors. 390,000 tested, 0.56% active. AlphaScreen HP1-beta / biotin-H3K9me3 peptide binding. P83916; further: potency means the concentration at half of the fitted maximal effect; nearly all actives have a fitted effect of over 70% in size; inactives centre near 23
Target sequence (P83916 whole entry, looked up): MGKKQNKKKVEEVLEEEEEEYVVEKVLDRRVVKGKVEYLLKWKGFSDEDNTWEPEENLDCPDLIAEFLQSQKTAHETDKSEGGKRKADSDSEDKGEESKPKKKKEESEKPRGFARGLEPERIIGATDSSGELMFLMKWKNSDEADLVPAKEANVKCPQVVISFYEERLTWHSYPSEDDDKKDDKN
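Compound inhibition of the preformed complex between 50 nM HP1-beta and 50 nM biotinylated H3K9me3 peptide was read by AlphaScreen. Buffer was PBS pH 7.4 with 0.01% Tween-20. Incubations ran 30 min at room temperature, with 10 ug/mL donor/acceptor beads.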
PI4K2A block – PI4K2A (human) kinase inhibition; purified PI4K2A, ADP-Glo luminescence, 1 h; active compounds read low; Q9BTU6; 420,000 tested, 0.13% active; activity change, negative = inhibition, % at 76.9 µM; in the data active means activity change below about -50%; inconclusive means mostly about -30% to -49%;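 further: -100% = wells without enzyme as full effect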
Target sequence (Q9BTU6 whole entry, looked up): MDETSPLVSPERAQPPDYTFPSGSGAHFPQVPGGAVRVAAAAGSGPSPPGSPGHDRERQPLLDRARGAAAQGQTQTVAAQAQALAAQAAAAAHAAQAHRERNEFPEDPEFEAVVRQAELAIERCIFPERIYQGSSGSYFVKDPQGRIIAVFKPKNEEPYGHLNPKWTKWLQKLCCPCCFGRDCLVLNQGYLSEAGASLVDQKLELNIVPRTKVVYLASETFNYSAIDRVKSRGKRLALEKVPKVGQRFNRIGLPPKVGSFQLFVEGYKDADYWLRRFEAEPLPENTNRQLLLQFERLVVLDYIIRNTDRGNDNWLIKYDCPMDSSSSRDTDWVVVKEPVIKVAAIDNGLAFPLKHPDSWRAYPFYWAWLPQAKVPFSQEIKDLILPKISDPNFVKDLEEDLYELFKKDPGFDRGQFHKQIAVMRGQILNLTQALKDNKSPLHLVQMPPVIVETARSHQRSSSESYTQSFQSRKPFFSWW
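Compounds are screened against recombinant PI4K2A using PI as substrate and ATP, the latter dispensed at 300 microM. Reactions run one hour at ambient temperature before ADP-Glo detection; full inhibition defined by wells lacking enzyme.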
Pin1 inh – blocks the human prolyl isomerase Pin1; Q13526; Pin1 FP peptide displacement, HiFluor488, 10 min; Potency, µM (highest dose often 115 µM), for the others: at the highest dose activity, negative = inhibition, hits mostly inhibitors; 390,000 tested, 0.009% active; AID 504891; active means well fitted inhibition curve with a large enough effect in the polarisation, with a control signal flat, not every such curve was filed as active; inconclusive means small, poorly fitted or top-dose-only effect, or effect the other way, or a change in a side signal; inactive means no such curve, though single readings can be large or run the other way; the % refers to the polarisation; further: potency means the concentration at half of the fitted maximal effect; on the % scale 0 is the no-effect control and ±100 the full control effect
Target sequence (Q13526 whole entry, looked up): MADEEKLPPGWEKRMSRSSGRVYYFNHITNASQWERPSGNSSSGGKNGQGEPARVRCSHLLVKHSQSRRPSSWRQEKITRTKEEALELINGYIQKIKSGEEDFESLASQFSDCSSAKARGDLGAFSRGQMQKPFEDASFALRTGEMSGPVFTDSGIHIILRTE
JMJD2A Tudor – JMJD2A Tudor domain (human) inhibition. AlphaScreen JMJD2A-Tudor / H3K4me3 peptide binding. Potency, µM (highest dose often 114 µM), without a hit: at the top dose activity change, negative = inhibition, most hits filed as inhibitors. 390,000 tested, 4.4% active. AID 504339; further: potency means the concentration at half of the fitted maximal effect; on the % scale 0 is the no-effect control and ±100 the full control effect; nearly all actives have a fitted effect of over 50% in size
G9a inh – G9a (human) methyltransferase inhibition; 350,000 tested, 8.8% active; G9a H3K9 monomethylation, AlphaScreen, 2 h; Q96KQ7; Potency, µM (titrated, usually from 102 µM), without a hit: at the highest dose activity, negative = inhibition, usual class: inhibitors; further: potency means the concentration at half of the fitted maximal effect; on the % scale 0 is the no-effect control and ±100 the full control effect; nearly all actives have a fitted effect of over 75% in size
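Quantitative HTS format: methyltransferase activity on a biotin-tagged H3K9 peptide is measured by AlphaScreen, using a rabbit anti-monomethyl-H3K9 antibody with streptavidin donor and anti-IgG acceptor beads. Final levels are 20 nM enzyme, 500 nM peptide, 20 uM SAM; 2 h RT.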
Tb PGK inh – blocks T. brucei phosphoglycerate kinase. AID 602233. PGK/GAPDH coupled, Kinase-Glo luminescence, 60 min. Potency, µM (highest dose often 57.5 µM), inactives show at the highest dose activity change, negative = inhibition, hits mostly inhibitors. 380,000 tested, 0.043% active; further: potency means the concentration at half of the fitted maximal effect; on the % scale 0 is the no-effect control and ±100 the full control effect; nearly all actives have a fitted effect of over 60% in size
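Luminescent ATP detection (Kinase-Glo Plus) follows a 60-minute room-temperature incubation, with wells lacking PGK as controls. Buffer: 100 mM TEA (pH 7.6), 5 mM MgCl2, 0.01% Tween-20. Coupling enzyme GAPDH (100 nM final) supplies unstable 1,3-BPG in-well.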
BAZ2B inh – inhibitors of human BAZ2B bromodomain; AlphaScreen BAZ2B-H3K14Ac peptide displacement; Potency, µM (doses to about 114 µM), for inactives: top-dose activity change, negative = inhibition, hits mostly inhibitors; 360,000 tested, 4.4% active; AID 504333; further: potency means the concentration at half of the fitted maximal effect; on the % scale 0 is the no-effect control and ±100 the full control effect; nearly all actives have a fitted effect of over 60% in size
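Protein-peptide AlphaScreen: BAZ2B 50 nM, b-H3K14Ac 50 nM, 1x PBS pH 7.4 + 0.01% Tween-20. Preincubation 30 min RT; cpd 30 min RT (top 110 uM); beads 20 min RT, light-protected.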
GLS inh – inhibitors of human glutaminase (GLS); O94925; GLS enzymatic activity, qHTS titration; Potency, µM (titrated, usually from 45.5 µM), for inactives: at the highest dose activity change, negative = inhibition, actives largely listed as inhibitors; 410,000 tested, 0.21% active; AID 624170; further: potency means the concentration at half of the fitted maximal effect; on the % scale 0 is the no-effect control and ±100 the full control effect
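hKGA in 45 mM KH2PO4 (pH 8.2), 0.02% Tween-20 with compound, then 1mM L-Glutamine (stock as added) plus glutamate oxidase/HRP/Amplex red coupling mix. Fluorescence read initially and after 30 min at RT; signal change reflects glutamate formation.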
An asterisk follows results filed as active; i = inactive; ? = inconclusive; . = no result given; [ ] = dose if it differs, or a comment. Unless noted, the call rests on the fitted dose curve; in most records, active means well fitted curve in the direction sought with a large enough effect; inconclusive means small, poorly fitted or top-dose-only effect, or another doubt; inactive means no such curve, though single readings can be large; an effect the other way counts as inactive or inconclusive. The list is partial; count on the stated rates, not on these rows.

SMILES	Pol eta inh	HP1b binding inh	PI4K2A block	Pin1 inh	JMJD2A Tudor	G9a inh	Tb PGK inh	BAZ2B inh	GLS inh
CCOC(=O)c1sc(C)c2c1NC(c1ccc(N(C)C)cc1)NC2=O (centres undefined)	-16%	39%	-4	-1%	-26%[11.4 µM]	-7%	3%	-8%	7%
COc1ccc(S(=O)(=O)Cc2ccc(C(=O)NCc3ccco3)o2)cc1	-15%	39%	1	0%	-2%	-24%	-7%	4%	3%
Cc1cc(C)n(-c2nc3c(c(=O)[nH]c(=O)n3C)n2Cc2ccc(F)cc2)n1	-19%	19%	-7	5%	6%	20%[12.7 µM]	i	-2%	0%
C[C@H]1CC[C@@]2(O[C@H](CCO)C[C@H](O)[C@H]2O)O1	-2%	26%	-1	-8%	-18%	.	-5%	.	-1%
COc1cccc(NC(=O)CN(C)CC(=O)Nc2ccccc2-c2ccccc2)c1	-3%	?	3	-8%	22µM*	14µM*	-2%	79µM*	6%
CCN(Cc1ccccc1)S(=O)(=O)c1cc(C(=O)NCC2CCCCC2)ccc1OC	-15%	51%[activator]	-1	12%	-8%	-9%[59 µM]	3%	3%	3%
CC(C)n1nnnc1C(c1ccc(F)cc1)N1CCN(C2CCCC2)CC1 (centres undefined)	-24%	51%[activator]	-9	6%	-21%[11.4 µM]	79µM*	4%	?	-8%
O=[N+]([O-])c1cccnc1Oc1ccc(F)cc1	-8%	-26%	-7	-7%	-14%	-27%	-4%	-25%	6%
CCOc1ccc(CCNC(=O)c2cc3c(-c4ccccc4F)nn(C)c3s2)cc1	-27%	50%[activator]	-2	8%	-10%	0%[59 µM]	-7%	0%	-4%
CCCCC(=O)N1CCN(c2nc(-c3ccc(F)cc3)cs2)CC1	-13%	16%	2	2%	-6%	.	-1%	-2%	7%
CCN(Cc1ccccc1)C(=O)Cn1ncc2c(=O)oc3ccc(C)cc3c21	-20%	47%[activator]	0	7%	-3%	?	i	-2%	-5%
Cc1ccc(S(=O)(=O)c2nnn3c2nc(NC(C)C)c2cc(Cl)ccc23)cc1C	-17%	20%	-1	-10%	0%	-2%[59 µM]	-7%	4%	1%
C=CCNC(=S)Nc1ccc(C(N)=O)cc1	-12%	41%[activator]	1	-5%	-14%	?	-5%	-7%	2%
Cc1ccc(C(=O)NCC(=O)NCCCc2ccccc2)s1	-19%	14%	1	-2%	-1%	?	1%	2%	1%
Cc1nn(-c2ccc3nncn3n2)c(C)c1CCC(=O)Nc1ccc(OC(F)(F)F)cc1	-14%	24%[57 µM]	-7	-1%	-4%	27%[59 µM]	-9%	4%	6%
Cc1cc(C)nc(SC(C)C(=O)Nc2ccc(S(N)(=O)=O)cc2)n1 (centres undefined)	-10%	42%[activator]	2	0%	-3%	0%[12.7 µM]	0%	8%	-1%
CCCCOCCCNC(=O)CC(C)c1ccccc1 (centres undefined)	-2%	38%	0	-12%	-22%[57.1 µM]	-5%[59 µM]	-6%	-38%	6%
O=C(c1c[nH]c2ccccc12)N1CCN(c2ccccc2)CC1	-6%	20%	-3	23%	-29%	3%	4%	?	15%
Cc1cccc(N2CCN(C(=O)C3CCN(C(=O)c4cc5sccc5n4C)CC3)CC2)c1C	-14%	-21%	-1	9%	?	?	0%	22µM*	-1%
CCC1=C/C(=C/N(C)c2ccccc2)C(=O)S1	4%	?	1	?	?	25µM*	-3%	-8%	21%
CCCOc1ccc(S(=O)(=O)n2cc(Br)c(=O)[nH]c2=O)cc1	-5%	35%	2	-2%	-17%	11%[59 µM]	-2%[11.5 µM]	3%	-1%
COc1ccc(S(=O)(=O)N2CCc3ccccc32)cc1NC(C)=O	-7%	34%[activator]	2	2%	-2%[11.4 µM]	?	2%	-12%	2%
CC1=CC(C2CC(=O)N(c3ccccc3C)C2=O)CC2C(=O)N(c3ccccc3C)C(=O)C12 (centres undefined)	-8%	23%	7	2%	3%	4%[59 µM]	-6%	-29%	2%
CC(C)[C@H](NC(=O)c1ccccc1F)C(=O)Nc1cccc(S(=O)(=O)N2CCOCC2)c1	-3%	.	-2	.	.	.	i	.	-5%
Cc1ccnc(NC(c2ccccc2F)c2ccc3cccnc3c2O)c1 (centres undefined)	-3%	7%	2	0%	13µM*	?	-3%	25µM*	9%

Later entries.
SMILES	Pol eta inh	HP1b binding inh	PI4K2A block	Pin1 inh	JMJD2A Tudor	G9a inh	Tb PGK inh	BAZ2B inh	GLS inh
CC(C)NC(=O)N(C)C[C@@H]1Oc2ccc(NC(=O)CCN3CCOCC3)cc2CC(=O)N([C@@H](C)CO)C[C@@H]1C	-4%	99%[activator]	-6	?	-16%	.	-3%	.	1%
CCOc1ccc(NC(=S)c2ccncc2)cc1	-15%	-17%	-3	0%	-19%	?	-11%	?	5%
CC(C)(C)c1ccc(C(=O)Nc2cccnc2)cc1	-7%	41%[activator]	-5	0%	-1%	-7%	6%	-8%	1%
COc1cccc(C2NC(=S)NC3=C2CCc2ccccc23)c1 (centres undefined)	14%	-3%	-2	-1%	-12%	7.9µM*	-11%	-6%	-11%
COc1ccc(C2Nc3ccccc3-c3nnc(SC)nc3O2)cc1C (centres undefined)	-3%	22%	1	4%	7%	-10%[59 µM]	-4%	7%	12%
CN(C)/C=C(/C(=O)c1ccc(Cl)cc1)S(C)(=O)=O	-12%	51%[activator]	3	-1%	-9%	6%[12.7 µM]	i	-3%	3%
CC1(C)CC(=O)C=C(Nc2ccc([N+](=O)[O-])cc2)C1	-15%	30%	-8	0%	-13%	.	-4%	0%	-1%
Cc1nc(C)c(NC(=O)N2CCc3ccccc32)cc1NC(=O)N1CCc2ccccc21	-23%	39%[activator]	0	4%	1%	1%[2.33 µM]	-6%	3%	-6%
COc1ccccc1NC(=O)N1CCCC1C(=O)NCCc1ccccc1 (centres undefined)	-9%	39%[activator]	-1	-6%	11%	.	-8%	?	-12%
CCCCN(Cc1cc2cc(C)ccc2[nH]c1=O)C(=O)c1ccccn1	-11%	38%	-6	1%	-6%	3%	0%	-1%	17%
COCC(=O)Nc1nc(-c2ccc(C)cc2)c(C)s1	-7%	29%	8	1%	-14%	13%[59 µM]	9%	5%	1%
Cc1cccc(NC(=O)CN2CCC(NC(=O)C3CCCCC3)CC2)c1C	-12%	27%	13	-5%	-1%	27%[59 µM]	-4%	6%	12%
CCC(C)(C)c1nnc(NC(=O)CCC2CCCCC2)s1	-11%	34%[activator]	-2	2%	-4%	.	1%	.	0%
CN(CC(=O)Nc1ccccc1Cl)CC(=O)Nc1c(F)cccc1F	-22%	54%[activator]	0	1%	-13%	-3%	-5%	14%	5%
OC1CCN(Cc2ccc3ccccc3c2)CC1	-24%	?	3	2%	3.5µM*	11µM*	-1%	?	-14%
CC(=O)Nc1ccc(S(=O)(=O)Nc2ccc3ccccc3n2)cc1	3%	32%	0	-3%	-4%	9%	-1%	-5%	-5%
O=C(c1ccc(S(=O)(=O)NCC2CCCO2)cc1)N1CCN(c2ccccc2)CC1 (centres undefined)	-7%	21%	0	-1%	-15%	6%[12.7 µM]	-5%	-5%	8%
Cc1ccc(N2CCN(C(=O)c3ccccc3NC(=O)C3CCCCC3C(=O)O)CC2)cc1 (centres undefined)	-3%	18%	0	-7%	-9%	3%[59 µM]	-5%	1%	29%
O=C(CCSc1nnc(-c2ccco2)o1)N1CCOCC1	8%	12%	3	-1%	-11%	-21%	-1%	-11%	4%
O=C(NC(=S)Nc1ccc(N2CCCCC2)c(Cl)c1)c1cccs1	?	?	3	22%	?	.	3%	.	-1%
O=C(Nc1cc(S(=O)(=O)Nc2ccccc2F)ccc1Cl)c1ccc(F)cc1F	-13%	14%[57 µM]	-3	-1%	-15%	.	-10%	.	6%
O=C(Nc1nc2c(s1)CCCC2)c1cc(-c2ccncc2)nc2ccccc12	2%	-4%	4	6%	-27%	?	0%	-7%	8%
O=C(NCCc1cccs1)c1cccs1	-16%	3%	5	-1%	-9%	19%[59 µM]	0%	-15%	6%
Cc1c(C(=O)N2CCCCCC2)c(S(=O)(=O)NCc2ccccc2)c(C)n1C	-8%	15%	-1	3%	-16%	3%[59 µM]	-4%	-16%	2%
O=C(Nc1cccc(C(F)(F)F)c1)c1cc2nc(-c3ccc4c(c3)OCO4)cc(C(F)(F)F)n2n1	-13%	24%	-1	2%	-9%	-4%[59 µM]	9%	-19%	12%

Going on with the list:
SMILES	Pol eta inh	HP1b binding inh	PI4K2A block	Pin1 inh	JMJD2A Tudor	G9a inh	Tb PGK inh	BAZ2B inh	GLS inh
Cc1csc(NC(=O)c2ccc[nH]c2=O)n1	-2%	16%	-12	5%	-7%	?	-12%	-5%	7%
Cc1nc(CSc2nnc3scc(-c4ccc(Cl)cc4)n23)cs1	3%	23%	0	0%	-22%	-45%[59 µM]	-11%	4%	2%
CCN(C(=O)COC(=O)Cc1c[nH]c2ccccc12)C1CCS(=O)(=O)C1 (centres undefined)	-6%	33%	-2	-1%	-11%	.	-8%	-2%	8%
C=CCNc1nc(C(=O)OCC(=O)Nc2ccc(S(N)(=O)=O)cc2)cs1	56µM*	0%	-4	7%	?	-36%	-19%	89µM*	-8%
CCN1CCN(CCCNC(=O)Cn2nc(C)n3c(cc4c(OC)cccc43)c2=O)CC1	3%	29%	-3	-1%	-6%	-2%[59 µM]	-8%	0%	-1%
CCCCN(CCCNC(=S)NCCCc1cnc[nH]1)c1ccc(Br)cn1	.	.	6	?	50µM*	.	.	.	4%
